# Source: PubChem (several laboratories)
# GlmU inhibition = inhibition of mycobacterial GlmU enzyme – biochemical, glucosamine-1-phosphate acetyltransferase (AID 1376); one-dose inhibition, %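 (tested at 30 µM in the primary screen)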; IC50 in µM for titrated hits; actives 0.25% (n = 220,000); M. tuberculosis GlmU acetyltransferase enzyme assay; higher % means a stronger effect; in the data active means inhibition above about 13%;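 further: 0% = complete reaction with vehicle and 100% = reaction without substrate; strong numbers were not always called active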
# RmlCD inh 1536 = inhibitors of Mycobacterium tuberculosis RmlC and RmlD coupled enzymes | actives 0.03% (n = 160,000) | RmlC+RmlD coupled enzyme assay, percent inhibition; primary screen in compound mixtures | P9WH09+P9WH11 | AID 1533 | inhibition, % at 3.6 µM; in the data active means inhibition mostly above about 34%, no sharp cut-off; further: some results filed as inactive read as strong as hits
# Target sequence (P9WH09 whole entry, looked up): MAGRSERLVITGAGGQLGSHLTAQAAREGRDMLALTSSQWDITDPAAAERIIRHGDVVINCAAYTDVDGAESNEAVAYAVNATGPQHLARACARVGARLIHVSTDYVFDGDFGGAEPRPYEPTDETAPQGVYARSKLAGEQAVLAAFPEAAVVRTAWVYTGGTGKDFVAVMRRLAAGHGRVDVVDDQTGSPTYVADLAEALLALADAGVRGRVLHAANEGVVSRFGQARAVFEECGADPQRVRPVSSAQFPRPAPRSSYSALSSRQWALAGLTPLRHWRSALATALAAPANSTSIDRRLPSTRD
# Target sequence (P9WH11 whole entry, looked up): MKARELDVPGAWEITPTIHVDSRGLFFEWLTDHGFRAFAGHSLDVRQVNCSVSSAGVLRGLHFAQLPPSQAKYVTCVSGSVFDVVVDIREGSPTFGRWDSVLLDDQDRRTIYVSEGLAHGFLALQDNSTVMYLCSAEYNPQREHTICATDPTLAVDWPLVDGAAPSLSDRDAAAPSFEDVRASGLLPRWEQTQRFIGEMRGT
# * marks the source's active call; other numbers are inactive results; nt = no result given. The list is partial; the hit share may differ from the screen's.
# The opening 2 records as a preview:
SMILES,GlmU inhibition,RmlCD inh 1536
NN/C(=C\[N+](=O)[O-])Nc1ccc(Cl)cc1,5.8%,nt
CN(C)c1cccc(C(=O)Nc2ccc(N3CCOCC3)cc2)c1,2.2%,nt

# The whole of this part, previewed entries included:
SMILES,GlmU inhibition,RmlCD inh 1536
NN/C(=C\[N+](=O)[O-])Nc1ccc(Cl)cc1,5.8%,nt
CN(C)c1cccc(C(=O)Nc2ccc(N3CCOCC3)cc2)c1,2.2%,nt
O=C(N/C(=C/c1ccco1)C(=O)N1CCc2ccccc21)c1ccco1,7.6%,-5.8
COc1ccc(CCNC(=O)CSc2nc(O)cc(=O)[nH]2)cc1OC,6.9%,9.1
Cc1ccc(C(=O)C2CCN(C(=S)NCC3CCCO3)CC2)cc1 (centres undefined),-6.0%,8.3
Cc1cc(C(=O)COC(=O)CC2Sc3ccccc3NC2=O)c(C)n1-c1ccc2c(c1)OCO2 (centres undefined),-1.6%,-7.8
COC(=O)COc1ccc(/C=C2/SC(=O)N(CC(=O)N3CCCC3)C2=O)cc1Br,2.6%,20.0
CC(C)(C)n1ncc2c(=O)n(Cc3c(F)cccc3Cl)cnc21,0.5%,-7.5
Fc1ccccc1Cc1noc(CN2CCN(c3ccc(Cl)cn3)CC2)n1,-4.6%,nt
CCN(CC)CCCNC(=O)C1c2ccccc2Oc2ccccc21,-1.6%,nt
CCCCN(C)C(=O)c1ccc(S(=O)(=O)N2CCOCC2)cc1,2.5%,11.4
COc1ccc(C2C3=C(CC(C)(C)CC3=O)Nc3c2c(=O)n(C)c(=O)n3C)cc1OC (centres undefined),2.6%,11.4
OCC1CCCN1C(=S)Nc1ccccc1 (centres undefined),1.5%,nt
O=C(Nc1ccccc1)N1CCC(n2c(=O)[nH]c3ccccc32)CC1,3.1%,nt
C=CCn1c(SCC(=O)N2CCc3ccccc3C2)nc2sc(C)c(C)c2c1=O,-6.4%,-11.5
Cc1cc(=O)n(Cc2ccc(OC(C)C)cc2)c(=S)[nH]1,4.0%,7.8
COC(=O)c1ccccc1NC(=O)c1cc2sccc2n1C,6.2%,-10.4
O=C(Nc1ccc(N2CCOCC2)c(C(=O)O)c1)c1ccco1,-2.2%,-4.3
Cc1ccc(/C=N/NC(=O)c2sccc2OCc2ccc(F)cc2)cc1,2.3%,nt
CCCCCCCCC(=O)NCCOc1ccccc1,1.3%,16.6
CC(=O)N/N=C(\C)c1ccc(Br)cc1Br,6.3%,0.3
O=[N+]([O-])c1cc(F)c(N2CCCC2)cc1Br,-2.9%,nt
Cc1cc(Cl)ccc1NC(=O)CCC(=O)N/N=C/c1cc([N+](=O)[O-])ccc1O,-10.4%,-4.4
COc1ccc(Br)cc1C(=O)Nc1ccccc1-c1ccccc1,0.3%,2.7

# Retrieved by compound from the list above, 6 records:
SMILES,GlmU inhibition,RmlCD inh 1536
O=C(Nc1ccc(N2CCOCC2)c(C(=O)O)c1)c1ccco1,-2.2%,-4.3
O=[N+]([O-])c1cc(F)c(N2CCCC2)cc1Br,-2.9%,nt
COC(=O)c1ccccc1NC(=O)c1cc2sccc2n1C,6.2%,-10.4
Cc1cc(Cl)ccc1NC(=O)CCC(=O)N/N=C/c1cc([N+](=O)[O-])ccc1O,-10.4%,-4.4
Cc1cc(=O)n(Cc2ccc(OC(C)C)cc2)c(=S)[nH]1,4.0%,7.8
CC(=O)N/N=C(\C)c1ccc(Br)cc1Br,6.3%,0.3

# Other entries follow:
SMILES,GlmU inhibition,RmlCD inh 1536
CC(=O)c1cccc(NC(=O)C2CCN(C(=O)c3ccc([N+](=O)[O-])cc3)CC2)c1,-1.5%,8.1
COc1ccc(C(c2c(N)[nH]c(=S)[nH]c2=O)c2c(N)[nH]c(=S)[nH]c2=O)cc1,7.4%,7.8
Cc1nc(-c2cccnc2)sc1C(=O)Nc1cccc(C(F)(F)F)c1,2.0%,nt
O=C(NC1CC2CCC1C2)C1CCN(S(=O)(=O)c2ccc(-c3nn[nH]n3)cc2)CC1 (centres undefined),7.0%,7.7
COc1ccccc1NC1(C#N)CCCCC1,-7.4%,3.6
COc1ccc(/C=C/C(=O)c2cc(F)ccc2OC(=O)c2ccccc2)cc1OC,-7.2%,nt
CCCCC1=CC2=CC(=O)C(C)(OC(=O)c3ccc(Cl)nc3)C(=O)C2=CO1 (centres undefined),1.7%,nt
CC1CCN(CCCNC(=O)COc2cc(=O)n(C)c3ccccc23)CC1,-5.3%,nt
COc1ccc(N2CCN(C(=O)CCCOc3cc(=O)n(C)c4ccccc34)CC2)cc1,2.2%,-8.6
CC(=O)Oc1ccc(N(C(C)=O)S(=O)(=O)c2cccs2)cc1,4.8%,-12.7
COc1cccc(/C=C/C(=O)NCCc2ccc3c(c2)OCCO3)c1,-2.5%,-5.3
Cc1ccc(CN2CCN(c3ccccn3)CC2)s1,-5.1%,-4.1

# A few values from the list.
# CCCCCCCCC(=O)NCCOc1ccccc1 – RmlCD inh 1536 = 16.6
# Cc1ccc(/C=N/NC(=O)c2sccc2OCc2ccc(F)cc2)cc1 – GlmU inhibition = 2.3%
# O=C(Nc1ccc(N2CCOCC2)c(C(=O)O)c1)c1ccco1 – GlmU inhibition = -2.2%

# (continued)
SMILES,GlmU inhibition,RmlCD inh 1536
CN(CCCNC(=O)Cn1cccc1C(=O)c1ccccc1)C1CCCCC1,-1.5%,-11.0
CN(Cc1nc(-c2cccnc2)no1)S(=O)(=O)c1ccc(Br)cc1,-1.7%,5.7
COc1ccc(CCNC(=O)CN(C)S(=O)(=O)c2ccc3c(c2)CCC(=O)N3)cc1OC,-1.4%,4.8
Clc1ccc2nc(CN3CCCCC3)cn2c1,7.3%,nt
Cc1ccc(NC(=O)Nc2c(C)n(C)n(-c3ccccc3)c2=O)cc1C,-0.5%,8.1
COc1ccc(CNC(=O)c2c(O)c3ccccc3n(C)c2=O)cc1OC,-3.5%,1.0
CCOc1ccc2cc(S(=O)(=O)N3CCN(C)CC3)ccc2c1,5.2%,nt
CCC1CCCCN1S(=O)(=O)c1ccc(S(=O)(=O)N(Cc2cccs2)C2CC2)cc1 (centres undefined),-2.0%,-10.6
O=C(CN1C(=O)C2CCc3[nH]c4ccccc4c3C2C1=O)N1CCCC1 (centres undefined),-5.7%,-14.3
COC(C)(C)c1cc(C(C)(C)C)nc(N)n1,8.5%,nt
COc1ccccc1CC(=O)NCc1ccc2c(c1)OCO2,-1.1%,nt
CCOC(=O)N1CCN(C(=O)c2cc(COc3ccc4ncccc4c3)on2)CC1,-0.2%,-12.5
Cc1[nH]c(=S)c(C#N)c(-c2ccccc2)c1C(=O)Nc1ccccc1,6.1%,-2.1
O=[N+]([O-])c1ccc(Cl)c(S(=O)(=O)NCC2CCCO2)c1 (centres undefined),-2.8%,-2.5
Nc1sc2c([n+]1CCCS(=O)(=O)[O-])CCCC2,1.1%,-10.9
CN(Cc1ccccc1)C1CC(=O)N(c2ccc(C(=O)O)cc2)C1=O (centres undefined),0.7%,12.5
O=C(CN(C(=O)CCC(=O)Nc1nccs1)c1cccc(F)c1)NCC1CCCO1 (centres undefined),3.9%,nt
Cc1cc(NC(=O)CN2CCCCCCC2)no1,10.0%,-5.8
CCCn1c(SCC(=O)Nc2nccs2)nnc1-c1cccnc1,2.1%,nt
O=C(NC1CCS(=O)(=O)C1)c1ccc(-c2ccc(Br)cc2)o1 (centres undefined),nt,8.9
Cc1c(Cc2ccccc2)c(NCCCO)n2c(nc3ccccc32)c1C#N,1.3%,-6.6
CCCc1c(C(=O)O)cnn1-c1ccc(Cl)cc1,1.5%,-11.7
CSc1ccccc1C(=O)Nc1nc2ccccc2c(=O)[nH]1,2.2%,nt
COC(=O)c1c(/N=C/N(C)C)sc2c1CCN(c1ncc(C(F)(F)F)cc1Cl)C2,-1.8%,-8.7
CC(=O)Nc1cccc(Oc2ccc([N+](=O)[O-])cc2Cl)c1,2.8%,4.2
O=C(/C=C/c1ccco1)Nc1ccccc1N1CCOCC1,-0.6%,nt
CC(CN1CCCCC1)C(=O)NNC(=O)C12CC3CC(CC(C3)C1)C2 (centres undefined),-0.2%,-8.4
S=C(Nc1ccc2nsnc2c1)N1CCCCCC1,7.7%,3.2
O=C(O)C1C2C=CC(C2)C1C(=O)NCc1ccc2c(c1)OCO2 (centres undefined),0.8%,nt
CCOC(=O)CNC(=O)CSc1nc2c(C)cccc2cc1CC,-0.1%,2.9
O=C(NCc1ccc2c(c1)OCO2)C1CCCN1S(=O)(=O)c1ccc(Cl)cc1 (centres undefined),2.4%,2.4
COC(=O)c1ccc(OCCCCN2CC(C)OC(C)C2)cc1 (centres undefined),-1.0%,9.8
COc1ccccc1NC(=O)/C=C/c1ccc2c(c1)OCO2,-2.3%,-2.4
NC(=O)c1ccc(Br)c(S(=O)(=O)N2CCCCC2)c1,3.3%,nt
CCOC(=O)C(CCCCCCP(=O)(c1ccccc1)c1ccccc1)NC(C)=O (centres undefined),0.1%,-12.7
Nc1ccc2oc(-c3cccs3)nc2c1,3.9%,9.2

# A portion from further up, for reference:
SMILES,GlmU inhibition,RmlCD inh 1536
CCOC(=O)C(CCCCCCP(=O)(c1ccccc1)c1ccccc1)NC(C)=O (centres undefined),0.1%,-12.7
Nc1ccc2oc(-c3cccs3)nc2c1,3.9%,9.2

# Further results follow:
SMILES,GlmU inhibition,RmlCD inh 1536
CC(NC(=O)CN1C(=O)COc2ccccc21)c1ccccc1 (centres undefined),-8.1%,10.8
COc1cccc(C(=O)CSc2nnc(COc3cccc4cccnc34)o2)c1,3.0%,nt
CCOC(=O)N1CCN(c2c(N3CCc4ccccc4C3)c(=O)c2=O)CC1,6.5%,11.8
COC(=O)c1cc(C(=O)NCCC(C)C)cc([N+](=O)[O-])c1,-1.9%,nt
CCn1ncc(/C=C/C(=O)c2ccccc2)c1C,1.5%,nt
COc1ccc(C(=O)NCCN2CCCC2)cc1OC,1.5%,10.4
Cc1c(C#N)c(O)n(C)c(=O)c1N=Nc1ccc(S(N)(=O)=O)cc1,-4.8%,-5.7
COc1c(C)cc(Br)cc1C(=O)O,3.0%,nt
CCOC(=O)C1CCN(C(=O)CN(Cc2ccccc2)S(C)(=O)=O)CC1,-0.3%,nt
CCOC(=O)C1Nc2ccc(C(F)(F)F)cc2C2c3ccccc3CC12 (centres undefined),4.3%,nt
c1ccc(Cn2c(SCc3cn4cccnc4n3)nnc2-c2ccco2)cc1,0.5%,26.5
Cc1ccc(S(C)(=O)=NC(=O)NC(=O)c2c(F)cccc2Cl)cc1 (centres undefined),-0.3%,-1.8
Cc1ccc(S(=O)(=O)Oc2ccc(/C=N/NC(=O)c3nn(C)cc3Cl)cc2)cc1,1.5%,-11.3
Cc1ccc(Nc2nc(/N=C/NO)n[nH]2)cc1C,0.5%,-9.5
Cc1ccc(C(=O)n2nc(C#N)c(C#N)c2N)cc1,-3.0%,16.2
NS(=O)(=O)c1ccc(CCNC(=O)CSc2nc3ccsc3c(=O)n2CC(=O)O)cc1,-3.4%,3.5
O=C(NCCCN=C1NS(=O)(=O)c2ccccc21)c1ccco1,0.5%,nt
CC(C)OCCCn1c(=S)[nH]c2ccc(N3CCOCC3)cc2c1=O,4.5%,14.3
CC(C(=O)Nc1cccnc1)N1C(=O)C2C3C=CC(C3)C2C1=O (centres undefined),-4.5%,-2.8
CC(C)c1ccc(C2C3=C(COC3=O)Nc3cc4c(cc32)OCO4)cc1 (centres undefined),-0.1%,2.7
CCn1cc(C(=O)NCc2ccc3c(c2)OCO3)c(=O)c2cc(S(=O)(=O)N(C)C)ccc21,-0.8%,8.9
CCOC(=O)C1CCN(C(=O)c2ccccc2NS(=O)(=O)c2ccc(F)c(F)c2)CC1,0.1%,4.2
CCCC(=O)Nc1cc(=O)[nH]c2ncnn12,-1.6%,47.5
CCN(CC)CCCN(C(=O)c1cccs1)c1nc(-c2ccc(OC)cc2)cs1,-8.2%,nt
Cc1ccc(NC(=S)NCc2cccs2)cc1,-5.2%,-5.1
CCCCN(C(=O)CSc1nnc(-c2ccccc2OC)n1C)c1c(N)n(Cc2ccccc2)c(=O)[nH]c1=O,1.2%,-6.6
O=c1cc(-c2ccc(O)c(O)c2)oc2cc(O)c(C3OC(CO)C(O)C(O)C3O)c(O)c12 (centres undefined),3.0%,-11.6
CCOc1ccc(C(CC(=O)O)NC(=O)COc2ccccc2)cc1OC (centres undefined),2.3%,-9.4
COc1cc(/C=N/n2cnnc2)ccc1OCCSc1ccc(C)cc1,-1.1%,1.3
COc1ccc(-c2sc(NC(=O)c3ccc(C)cc3)nc2-c2ccc([N+](=O)[O-])cc2)cc1,0.1%,16.1
CCOc1ccc(NC(=O)CN2CCN(CC(=O)c3ccc(OC)c(OC)c3)CC2)cc1,2.0%,nt
O=C(O)c1ccc(NC2=Nc3cccc4cccc2c34)cc1,8.8%,-2.8
O=C(CCSc1ccccc1)Nc1ccccc1C(=O)N1CCCC1,0.2%,14.8
N#Cc1ccc(NC(=O)Nc2cccc(C#N)c2)cc1,0.2%,nt
Oc1ccccc1C=NC1=NN(c2cccc(C(F)(F)F)c2)CC1,-0.2%,7.8
O=C(COC(=O)c1ccc(Cl)c(S(=O)(=O)N2CCN(c3ccc(F)cc3)CC2)c1)Nc1cccc(Cl)c1,-4.5%,-4.7
COC(=O)CSc1nc2ccccc2o1,-9.1%,13.1
O=C(NCc1ccccc1)C1CCN(S(=O)(=O)c2cc([N+](=O)[O-])ccc2Cl)CC1,2.1%,nt
Cc1c(NC(=O)Cn2[nH]c(=O)c3ccccc3c2=O)c(=O)n(-c2ccccc2)n1C,-0.6%,nt
Cc1ccccc1N(CC(=O)NC1CCCC1)C(=O)c1oc(C(C)(C)C)cc1C,-0.2%,-3.5
Cc1sc2nc(CN3CCOCC3)nc(NS(=O)(=O)c3ccc4c(c3)OCCO4)c2c1C,7.2%,12.8
